Bioassay records: PubChem, several laboratories
CDK5 p35 inh: inhibitors of human CDK5/p35 kinase; Q00535+Q15078; Recombinant CDK5/p35, ADP-Glo luminescence, 60 min; inhibition, % at 10 µM; 330,000 tested, 0.01% active;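 active = highest replicate inhibition of at least 50% and at least 75% of replicates reaching 50%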;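 also: plate controls were DMSO neutral control for no effect and GW8510 at 10 µM for full effect; many of its hits are not listed in these tables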
MITF TRPM1 HTS: activators of MITF-driven TRPM1 promoter activity in SK-MEL-5 cells | SK-MEL-5 TRPM1-promoter luciferase, 24 h; % of positive control, neutral wells = 0 | AID 588334 | 300,000 tested, 0.75% active | activation, % at 12.5 µM;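 active = mean activation of at least 80% with every replicate also reaching 80%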;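 also: 0% = neutral control wells and 100% = parthenolide positive control wells; values of inactives mirror those of a sister screen read the other way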
Tat transport: E. coli Tat transport inhibition | AID 488895 | inhibition, % at 10 µM | E. coli MC4100 TorA-mCherry Tat export, fluorescence | 340,000 tested, 0.036% active;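 active = mean replicate inhibition at least 50% and at least half of replicates individually reaching 50%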;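 also: exported cargo escapes ClpAP degradation while cytoplasmic cargo is degraded and loses fluorescence; 0% = median of neutral control wells and 100% = median of NaSCN control wells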
V-ATPase pHluor: regulators of yeast V-ATPase proton transport | response, % at 10 µM | S. cerevisiae, pHLuorin cytosolic pH fluorescence | 350,000 tested, 0.37% active | AID 504577; in the data active = response mostly above about 7.3%, no sharp cut-off; inactive = mostly below about 5.4%; also: actives read high; inactives centre near 0; some compounds called inactive have numbers as strong as hits; reference of the scale not given here
CAL PDZ FP-1: human CAL PDZ-peptide interaction inhibition | inhibition, % at 20 µM | 330,000 tested, 0.02% active | AID 504414 | Q9HD26 | purified CAL PDZ, TMR-peptide fluorescence polarization, 1 h;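 active = highest replicate inhibition of at least 40%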;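 also: plate controls were DMSO neutral control wells for no effect and unlabeled competitor peptide control wells for full effect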
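Assay system – tagged CAL PDZ protein CerCALP, purified · Timing – 1 h at RT · Compound – single point, 20 µM · Measured by – fluorescence polarization from S- and P-plane intensities, G-factor corrected · Evaluation – inhibition from polarization loss · Probe or stimulus – TMR reporter peptide T*-PRC34 · Buffer or medium – pH 7.4 phosphate-saline buffer, reducing agent, detergent, IgG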
Rtt109 Vps75: blocks Candida albicans Rtt109/Vps75 acetyltransferase activity; 330,000 tested, 0.16% active; purified Rtt109/Vps75, ThioGlo CoA-SH fluorescence, 4 h; Q5AAJ8; inhibition, % at 34.9 µM;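 active = inhibition of at least 50% in every replicate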
Target sequence (Q5AAJ8 whole entry, looked up): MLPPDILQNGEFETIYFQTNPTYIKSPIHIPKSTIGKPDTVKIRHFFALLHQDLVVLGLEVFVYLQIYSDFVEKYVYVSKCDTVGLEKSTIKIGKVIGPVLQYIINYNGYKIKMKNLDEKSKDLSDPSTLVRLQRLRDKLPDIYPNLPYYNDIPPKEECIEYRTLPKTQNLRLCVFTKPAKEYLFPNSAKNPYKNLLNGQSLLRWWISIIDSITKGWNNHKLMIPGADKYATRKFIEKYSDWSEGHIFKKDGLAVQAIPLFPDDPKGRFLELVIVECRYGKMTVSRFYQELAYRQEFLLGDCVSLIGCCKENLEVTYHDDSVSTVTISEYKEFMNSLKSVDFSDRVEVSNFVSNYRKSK
Wnt act: activators of Wnt/beta-catenin signaling. Wnt/beta-catenin reporter cell assay, activator, plate reader. activation, % at 9.35 µM. 300,000 tested, 1.2% active; in the data active = activation above about 30%, passing the limit was not always enough;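 also: 0% = neutral control wells and 100% = positive control wells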
dFosB activator: enhances mouse delta FosB homodimer DNA binding. AID 493131. activation, % at 25 µM. purified delta FosB, TAMRA-CDK5 oligo fluorescence polarization; percent of positive-control signal above neutral wells. 340,000 tested, 0.99% active;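 active = mean activation above about 17%, with every replicate also reaching it, limit read from the data, passing the limit was not always enough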;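 also: fluorescence polarization rise as delta FosB binds a TAMRA Cdk5 AP-1 oligo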
Target sequence (P13346 whole entry, looked up): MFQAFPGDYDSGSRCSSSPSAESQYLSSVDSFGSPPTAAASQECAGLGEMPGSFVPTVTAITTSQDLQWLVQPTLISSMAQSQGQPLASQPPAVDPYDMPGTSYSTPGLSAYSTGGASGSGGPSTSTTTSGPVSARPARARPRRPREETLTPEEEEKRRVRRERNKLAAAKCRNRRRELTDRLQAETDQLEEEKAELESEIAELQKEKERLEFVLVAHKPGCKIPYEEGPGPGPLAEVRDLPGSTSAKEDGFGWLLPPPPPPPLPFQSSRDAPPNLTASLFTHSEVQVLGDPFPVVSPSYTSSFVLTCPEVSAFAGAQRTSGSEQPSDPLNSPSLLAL
CAL PDZ FP-2: CAL PDZ (human) peptide binding inhibition | Q9HD26 | purified CAL PDZ, TMR-peptide fluorescence polarization, 1 h | inhibition, % at 24.9 µM | 300,000 tested, 0.92% active | AID 602252;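 active = mean inhibition of at least 30% with at least half of replicates also reaching 30%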;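 also: 0% = DMSO neutral control and 100% = excess unlabeled competitor peptide PRC23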
RTF Ca sens act: increases calcium sensitivity of human cardiac regulated thin filaments; IANBD-labeled TnC RTF fluorescence at EC20 calcium; 0% EC20 calcium, 100% full calcium; 340,000 tested, 0.24% active; activation, % at 7.2 µM; P19429+P45379; AID 493008;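 active = activation above the mean over all tested compounds plus 3 SD, cut at about 30% in these data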;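 also: rise in fluorescence read as greater calcium sensitivity of cardiac thin filaments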
* = called active by the depositor; nt = not tested or not shown.

# | SMILES | Tat transport | dFosB activator | RTF Ca sens act | CDK5 p35 inh | V-ATPase pHluor
1 | CN(C)c1nc(OCCOC(=O)Nc2ccc(Cl)cc2Cl)nc(N(C)C)n1 | 3 | -8 | 0 | 1.6 | -2
2 | CCOc1ccccc1NC(=O)CN(c1nccs1)S(=O)(=O)c1ccc(N)cc1 | 0 | -1 | 0 | 0.1 | -3
3 | CCc1nnc(N2CCN(c3ncnc4c3oc3ccccc34)CC2)s1 | 5 | -41 | 7 | 0.7 | 3
4 | O=C(NCCc1c[nH]c2ccccc12)c1ccc(-n2cnnn2)cc1 | -4 | -5 | 0 | 0.5 | 4
5 | O=C(COc1cccc(C(F)(F)F)c1)N1CCN(c2ccccc2O)CC1 | 1 | -10 | -3 | 0.9 | -2
6 | Cn1cc(Br)c(C(=O)Nc2sc3c(c2C(N)=O)CCCC3)n1 | 4 | -8 | -7 | -0.1 | -2
7 | O=C(CN1C(=O)NC2(CCOc3ccccc32)C1=O)Nc1cccc(Cl)c1 (stereo not given) | 1 | 1 | 0 | 0.2 | -2
8 | COC(=O)C1=C(N)Oc2cc(C)n(CCN3CCOCC3)c(=O)c2C1c1cccnc1 (stereo not given) | 1 | -1 | 6 | 0.5 | 0
9 | Cc1ccnc(NC(=O)c2ccc(NC(=O)c3ccco3)cc2)c1 | -6 | -6 | 1 | 0.9 | 0
10 | O=S(=O)(NCc1cc(-c2ccccc2)no1)c1ccccc1 | 7 | 1 | -2 | 1.0 | 0
11 | Cc1sc2c(c1C)c(=O)n(-c1ccccc1)c1nnc(C)n21 | -3 | 2 | 10 | -0.8 | 0
12 | O=C(NC(=S)NCC1CCCO1)c1ccccc1Br (stereo not given) | -5 | 3 | 3 | -0.1 | -4

# | Wnt act | CAL PDZ FP-1 | MITF TRPM1 HTS | Rtt109 Vps75 | CAL PDZ FP-2
1 | -1 | nt | 10 | -14 | -2
2 | -3 | nt | -2 | -10 | -5
3 | nt | -1.5 | 18 | 3 | -3
4 | 0 | -2.5 | nt | 12 | -5
5 | -12 | -1.0 | -13 | 8 | -4
6 | 9 | -2.3 | 85* | 5 | nt
7 | -2 | -2.5 | -6 | -2 | 0
8 | -4 | -2.8 | nt | -1 | -3
9 | -1 | -2.6 | 109* | -3 | -3
10 | -4 | -2.4 | 0 | 5 | 2
11 | nt | -0.8 | 1 | 3 | 11
12 | 5 | -0.8 | 15 | -12 | -5

(next part)
# | SMILES | Tat transport | dFosB activator | RTF Ca sens act | CDK5 p35 inh | V-ATPase pHluor
13 | O=C(COC(=O)/C=C/c1ccccc1)Nc1ccc2c(c1)OCCO2 | 4 | -6 | 0 | -0.9 | 10
14 | COc1cc(Cl)c(C)cc1NC(=O)c1ccccc1NC(=O)CN1CCOCC1 | -3 | -12 | 2 | -0.6 | 4
15 | CCOc1cc(NC(=S)NCC2CCCO2)c(OCC)cc1NC(=O)c1ccc(OC)cc1 (stereo not given) | -6 | 11 | 2 | 0.4 | 1
16 | COc1ccccc1N1C(=O)c2ccc(C(=O)Nc3ccc(C(=O)O)cc3)cc2C1=O | 0 | -2 | 2 | -0.6 | 6
17 | C=CCNc1nc2c(c(=O)[nH]c(=O)n2C)n1CCCCC | -3 | -6 | -4 | 0.5 | 1
18 | COc1ccc2[nH]c(C)c(CN3CCC(C)CC3)c(=O)c2c1 | -2 | 0 | -1 | -0.5 | 2
19 | Cc1cc(CNC(=O)c2cc(Br)ccc2Cl)nn1C | -4 | -4 | 2 | 0.1 | 3
20 | COc1cc(NC(=O)Nc2ccc(Cl)c(Cl)c2)c(C(=O)O)cc1OC | 3 | -7 | -1 | -2.6 | -5
21 | CCOc1ccc(N2CC(=O)N/C2=N\c2nc(C)cc(C)n2)cc1 | -4 | 0 | 0 | -1.2 | -1
22 | Cc1nc(SCn2nnc3ccccc3c2=O)nc(C)c1C | 3 | -10 | -8 | 0.1 | 1
23 | CCCn1c(=O)c2ccccc2n2c(SCc3cc(=O)oc4ccc5ccccc5c34)nnc12 | -8 | -15 | 4 | 0.4 | -1
24 | Nc1n[nH]c(CO)n1 | -2 | -2 | 8 | -0.5 | 2

# | Wnt act | CAL PDZ FP-1 | MITF TRPM1 HTS | Rtt109 Vps75 | CAL PDZ FP-2
13 | 5 | -0.3 | 4 | 4 | 0
14 | -2 | -1.5 | -6 | 0 | 0
15 | nt | -1.9 | 7 | -11 | -2
16 | 2 | -0.3 | -10 | -3 | -5
17 | nt | -0.2 | 6 | -1 | 4
18 | 0 | -1.9 | -7 | 0 | -3
19 | nt | -0.7 | -7 | -13 | -1
20 | 3 | -2.3 | 2 | 3 | 0
21 | nt | -2.5 | 7 | -1 | -4
22 | 8 | -6.5 | 6 | 0 | -5
23 | nt | -0.1 | -9 | -5 | 2
24 | 0 | 0.6 | 8 | -15 | -3

The listing continues.
# | SMILES | Tat transport | dFosB activator | RTF Ca sens act | CDK5 p35 inh | V-ATPase pHluor
25 | O=S(=O)(Nc1ccccn1)c1cnc(Cl)c(Br)c1 | -1 | 1 | 1 | 1.4 | -2
26 | CC(=O)c1c(C)[nH]c(C(=O)NCCN2CCC(C)CC2)c1C | -1 | 4 | 5 | -0.3 | -3
27 | CCCn1c(=O)c2ccccc2n2c(SCc3c(C(=O)OCC)oc4ccccc34)nnc12 | -3 | -26 | 3 | -3.6 | 4
28 | Cc1cc(N2CCOCC2)ccc1/C=C1\NC(=O)N(Cc2ccccc2F)C1=O | -2 | -3 | 8 | 2.1 | -4
29 | CC1CCCC(NC(=O)CSC2CCCCC2)C1C (stereo not given) | 8 | -15 | 4 | -2.2 | 1
30 | Cc1cccc2sc(NNC(=O)c3ccc(S(=O)(=O)N4CC(C)CC(C)C4)cc3)nc12 (stereo not given) | 6 | -1 | 5 | -1.4 | 6
31 | COc1ccc(-n2c(C)cc(/C=C3/SC(=S)N(C)C3=O)c2C)cc1 | -9 | -1 | 3 | -2.0 | 1
32 | COc1ccc(-c2cc(C(=O)N3CCN(c4ncccn4)CC3)c3ccccc3n2)cc1OC | 9 | -19 | 3 | -6.1 | -2
33 | CN(C(=O)c1ccc(NC(=O)Cc2ccc(NC(=O)C3CCN(S(=O)(=O)c4cccc([N+](=O)[O-])c4)CC3)cc2)cc1)C1CCCC1 | 5 | 7 | -3 | 8.0 | 1
34 | C=CCN1C(=O)C2(C(C#N)=C(N)Oc3n[nH]c(CCC)c32)c2ccccc21 (stereo not given) | -1 | 2 | 2 | 1.4 | -7
35 | Nc1cccc(Nc2ccccc2)c1 | 1 | -2 | -5 | -0.4 | -2
36 | COc1ccccc1NC(=O)Cn1nc(C)n2cccc2c1=O | -7 | 0 | 0 | 0.8 | 0

# | Wnt act | CAL PDZ FP-1 | MITF TRPM1 HTS | Rtt109 Vps75 | CAL PDZ FP-2
25 | nt | -2.2 | -6 | 10 | -4
26 | -2 | -0.1 | -19 | -8 | 4
27 | nt | -3.0 | 3 | nt | -2
28 | -1 | -2.1 | 9 | -1 | 0
29 | -1 | -2.2 | 31 | 18 | -3
30 | -18 | -0.4 | -76 | 3 | -6
31 | 0 | -0.7 | 59 | -2 | 1
32 | -1 | -1.4 | 17 | 3 | nt
33 | -3 | 0.1 | -3 | -6 | -2
34 | nt | -0.7 | -9 | 9 | 1
35 | 0 | -0.3 | -9 | 3 | 8
36 | -6 | -1.9 | -1 | -5 | 1

Reformatted: results already given
(29) CC1CCCC(NC(=O)CSC2CCCCC2)C1C (stereo not given)
(30) Cc1cccc2sc(NNC(=O)c3ccc(S(=O)(=O)N4CC(C)CC(C)C4)cc3)nc12 (stereo not given)
(31) COc1ccc(-n2c(C)cc(/C=C3/SC(=S)N(C)C3=O)c2C)cc1
(32) COc1ccc(-c2cc(C(=O)N3CCN(c4ncccn4)CC3)c3ccccc3n2)cc1OC
(33) CN(C(=O)c1ccc(NC(=O)Cc2ccc(NC(=O)C3CCN(S(=O)(=O)c4cccc([N+](=O)[O-])c4)CC3)cc2)cc1)C1CCCC1

| assay / entry | 29 | 30 | 31 | 32 | 33 |
| --- | --- | --- | --- | --- | --- |
| Tat transport | 8 | 6 | -9 | 9 | 5 |
| dFosB activator | -15 | -1 | -1 | -19 | 7 |
| RTF Ca sens act | 4 | 5 | 3 | 3 | -3 |
| CDK5 p35 inh | -2.2 | -1.4 | -2.0 | -6.1 | 8.0 |
| V-ATPase pHluor | 1 | 6 | 1 | -2 | 1 |
| Wnt act | -1 | -18 | 0 | -1 | -3 |
| CAL PDZ FP-1 | -2.2 | -0.4 | -0.7 | -1.4 | 0.1 |
| MITF TRPM1 HTS | 31 | -76 | 59 | 17 | -3 |
| Rtt109 Vps75 | 18 | 3 | -2 | 3 | -6 |
| CAL PDZ FP-2 | -3 | -6 | 1 | nt | -2 |

(more compounds)
# | SMILES | Tat transport | dFosB activator | RTF Ca sens act | CDK5 p35 inh | V-ATPase pHluor
37 | O=C(COc1ccccc1)Nc1nnc(-c2ccc(Cl)cc2)o1 | -19 | -1 | 1 | -0.5 | 0
38 | COc1cc(NC(=O)C2CCC(CNS(=O)(=O)c3csc(C(N)=O)c3)CC2)cc(OC)c1 (stereo not given) | -2 | -5 | 2 | nt | 0
39 | CCc1nnc(NC(=O)C(C)C)s1 | -6 | 5 | 0 | -2.2 | 3
40 | CC1=CC2=NCC(O)CN2C=C1 (stereo not given) | 5 | 4 | 0 | 0.2 | 0
41 | CCCCC(=O)OCc1nc(N)nc(Nc2ccccc2C)n1 | 12 | 0 | -3 | 0.0 | 3
42 | Cc1cc(=O)oc2cc(OCc3ccc(C(=O)OCC(=O)Nc4ccccc4OC(F)F)cc3)ccc12 | -7 | 2 | 3 | -1.1 | 6
43 | COc1cc(C(C)=O)ccc1Oc1ncnc2c1cnn2-c1ccccc1 | -7 | -4 | 5 | -3.2 | -2
44 | O=C(NCCCn1ccnc1)c1ccc(S(=O)(=O)N2CCCCCC2)cc1 | -11 | -1 | 4 | 0.3 | -4
45 | O=C(Nc1nccs1)c1ccc(-c2ccc(F)c(Cl)c2)o1 | -3 | 2 | 0 | 0.3 | -4
46 | Cc1nn(C)cc1CN(C)Cc1ccc(OCC(O)CN2CCCCC2)cc1 (stereo not given) | -1 | 0 | 0 | 0.7 | 1
47 | COC(=O)CNC(=O)C1Cc2ccccc2CN1S(=O)(=O)c1ccc(F)cc1 (stereo not given) | -4 | 0 | 2 | -0.3 | -1
48 | C/C(=N\Nc1c(F)c(F)c(Br)c(F)c1F)c1ccncc1 | -14 | -2 | 2 | -0.3 | 0
49 | CCOc1ccc(NC(=O)c2ccc(-c3csc(C)n3)cc2)cc1 | -7 | -5 | 4 | -0.2 | -3

# | Wnt act | CAL PDZ FP-1 | MITF TRPM1 HTS | Rtt109 Vps75 | CAL PDZ FP-2
37 | 1 | -2.5 | 9 | -11 | -4
38 | -2 | -2.0 | -17 | 2 | -5
39 | 27 | -2.2 | 11 | -2 | -3
40 | 0 | 0.0 | -3 | -2 | nt
41 | 7 | -3.0 | 12 | nt | -2
42 | nt | -1.5 | 16 | -15 | -9
43 | 3 | -2.8 | 0 | 15 | -3
44 | nt | 0.6 | 4 | 6 | 1
45 | 11 | -2.8 | 113* | -5 | 0
46 | 0 | -3.6 | 20 | nt | -3
47 | -2 | -1.6 | nt | 6 | nt
48 | 1 | -0.2 | nt | 0 | -1
49 | -3 | -0.5 | nt | -1 | -3

Compounds as they come, and some 4.1% of all compounds hit somewhere here.
